# Mm-Cpn inhibitor: inhibitors of Methanococcus maripaludis chaperonin (MmCpn). purified Mm-Cpn ATPase, ADP Transcreener TR-FRET. Potency, µM (series often up to 76.9 µM), without a hit: at the top dose activity, negative = inhibition, hits mostly inhibitors. 0.031% of 330,000 active. AID 504842; also: potency is read from the fitted curve at half-maximal effect; % is scaled to controls: 0 for no effect and ±100 for the full control effect; nearly all actives have a fitted effect of over 80% in size
#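 Measured: ADP formation by purified Mm-CPN. Conditions: 25 nM protein, 10 uM ATP, Tris pH 7.4 with Mg2+, K+ and DTT, 37°C for 30 min. Detection: Transcreener HTRF after 30 min at room temperature.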
# CCT chaperon mod: cytosolic chaperonin activity modulation; 0.3% of 360,000 active; purified chaperonin ATPase assay, HTRF ADP detection, 30 min; activity change, % (concentration not given with the values), hits read low; in the data active = activity change below about -30%; also: % is scaled to controls: 0 for no effect and ±100 for the full control effect
#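 TRiC at 40 or 20 nM final (batch-dependent) in 30 mM Tris pH 7.4, 100 mM KCl, 5 mM MgCl2, 1 mM DTT, with compound at single 76 uM and 10 uM ATP, 30 min at 37 deg C. ADP detected by HTRF Transcreener, 665/615 ratio.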
# Nrf2 ARE act: Nrf2 pathway activation | Potency, µM (highest dose often 46.1 µM), inactives show at the highest dose activation, actives largely listed as activators | AREc32 ARE-luciferase reporter (MCF7-derived line), luminescence, 24 h | 0.31% of 410,000 active | AID 624171; also: potency is read from the fitted curve at half-maximal effect; % of control where 0% means no effect; nearly all actives have a fitted effect of over 65% in size
#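 Each well held 1000 AREc32 cells, which were incubated with compound for 24 hr at 37 deg C after overnight attachment, and ARE reporter activity was quantified by firefly luciferase luminescence.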
# Abeta rescue: A-beta toxicity reversal in yeast | AID 1347071 | 0.063% of 410,000 active | Potency, µM (doses to about 46.1 µM), for the others: top-dose growth rescue, hits mostly activators | yeast expressing A-beta42, growth rescue, OD600, 48 h; response scale: 0% DMSO, 100% iron-clioquinol control; also: potency is read from the fitted curve at half-maximal effect; nearly all actives have a fitted effect of over 55% in size
#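 Yeast growth medium received pinned compounds, then yeast cells expressing toxic A-beta were added; plates incubated at 30 C for 48 hr. Growth read as absorbance at 600 nm, normalized to DMSO and equimolar FeCl3 plus clioquinol controls.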
# A549 viability: A549 cytotoxicity, counter-screen for Nrf2 inhibitors | 0.16% of 390,000 active | A549 ARE-Fluc cells, CellTiter-Fluor viability, 18-24 h | Potency, µM (doses to about 46 µM), for inactives: top-dose activity change, negative = cytotoxicity, hits mostly inhibitors; also: potency is read from the fitted curve at half-maximal effect; % is scaled to controls: 0 for no effect and ±100 for the full control effect
#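 A549 ARE-Fluc cells in 5% FBS OPTI-MEM, 5000 cells/well, rested 2 h then exposed to compounds in concentration-response for 18-24 h at 37 °C. Viability by CellTiter-Fluor fluorescence (Ex 405/Em 525) after 30 min; luciferase luminescence (BugLite, 15 min, RT) read afterwards.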
# TGFb inhibitor: inhibitors of TGF-b signaling | HepG2 CAGA-GFP TGF-b/SMAD3 reporter, GFP fluorescence, 18 h; TGF-beta stimulated, 500 pg/mL final | Potency, µM (titrated, usually from 46.1 µM), for inactives: at the highest dose activity, negative = inhibition, most hits filed as inhibitors | 1.2% of 410,000 active | AID 588855; also: potency is read from the fitted curve at half-maximal effect; % is scaled to controls: 0 for no effect and ±100 for the full control effect; nearly all actives have a fitted effect of over 65% in size
#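 Per well, imaged GFP fluorescence of HEPG2 CAGA-GFP cells gives the signal; cells get compound, then TGF-beta (500 pg/mL final), 18 h at 37 degrees C; %Activity versus -TGF-beta and +DMSO controls.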
# HepG2 viability: counter-screen for TGF-b inhibitors: cytotoxicity in HepG2 cells; HepG2 CAGA-GFP viability, ATP luminescence, 18 h; 0.76% of 410,000 active; Potency, µM (doses to about 46.1 µM), inactives show top-dose activity change, negative = cytotoxicity, usual class: cytotoxic; AID 588856; also: potency is read from the fitted curve at half-maximal effect; some results filed as inactive show a strong effect at the top dose
#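 HepG2 CAGA-GFP cells (1000/well, DMEM with 1% FBS) received compound, then TGF-beta at 500 pg/mL final, and were incubated 18 hours at 37 degrees C. Viability was read by CellTiter-Glo luminescence. Media-only wells were set as complete cell-killing and DMSO as no toxicity.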
# Nrf2 block: blocks Nrf2 signaling | A549 ARE-Fluc reporter, luciferase luminescence, 18-24 h | Potency, µM (series often up to 46 µM), for inactives: at the highest dose activity change, negative = inhibition, hits mostly inhibitors | 2.1% of 360,000 active | AID 504444; also: potency is read from the fitted curve at half-maximal effect; % is scaled to controls: 0 for no effect and ±100 for the full control effect; nearly all actives have a fitted effect of over 60% in size
#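 Reporter: ARE-Fluc in A549. Exposure: 18-24 h, 37 °C, 5% CO2, 5% FBS OPTI-MEM. Readouts: fluorescent cytotoxicity (CellTiter-Fluor), then luminescent Nrf2 signal after BugLite.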
# pAkt inh: inhibitors of Akt phosphorylation; Neuro2A IGF-stimulated pAkt S473 HTRF, 20 min; hits give low values; AID 651550; 0.32% of 360,000 active; activity change, % for hits at 50 µM; in the data active = activity change below about -80%; inconclusive = mostly about -51% to -80%; also: % is scaled to controls: 0 for no effect and ±100 for the full control effect
#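 Neuro2A cells in DMEM with 0.5% FBS, overnight at 37 deg C, given compound at single 50 µM final, then IGF (6 nM final) for 20 min at 37 deg C. Lysed; phospho-Akt Ser473 by HTRF after 24 h, 665/615 ratio.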
# Numbers without * were called inactive; i = inactive; ? = inconclusive; / = no result given; & = joins results of further samples; [ ] = another dose, or the depositor's remark. Unless noted, calls follow the shape of the dose curve; as a rule, active = well fitted curve in the direction sought with a large enough effect; inconclusive = small, poorly fitted or top-dose-only effect, or another doubt; inactive = no such curve, though single readings can be large; an effect the other way counts as inactive or inconclusive.
1	CS(=O)(=O)Nc1ccc(C(=O)NCc2ccccn2)cc1
2	O=C(N/N=C/c1ccc(N2CCOCC2)cc1)c1ccccc1OCCOc1ccccc1
3	Cc1cc(C(F)F)n2nc(C(=O)Nc3cccc(Cl)c3C)nc2n1
4	C/C(CC(=O)Nc1ccccc1-c1ccccc1)=N\NC(=O)COc1ccc(C)cc1Br
5	COc1cc(NC(=O)c2ccc(NC3=NC4CS(=O)(=O)CC4S3)cc2)cc(OC)c1 (stereo not given)

assay / compound	1	2	3	4	5
Mm-Cpn inhibitor	3%	-17%	/	0%	-8%
CCT chaperon mod	2.6	-0.5	/	0.1	0.5
Nrf2 ARE act	0.3%	2.1%	-0.6%	0.6%	-0.2%
Abeta rescue	-12%	-2%	-10%	16%	0%
A549 viability	-7%	-12%	-4%	-5%	9%
TGFb inhibitor	-32%	-5%	0%	-6%	-12%
HepG2 viability	-8%	-22%	-12%	-12%	-27%
Nrf2 block	11%	-28%	-8%	-2%	14%
pAkt inh	i	i	/	i	i

6	O=C(CCn1ccc([N+](=O)[O-])n1)NC1CCCCCC1
7	CCCSc1nnc(CSc2nc3nc(C)cc(C)n3n2)o1
8	O=C(COC(=O)CCC(=O)c1ccc(F)cc1)Nc1ccccc1
9	Cc1cc(C)nc(N/C(=N\S(=O)(=O)Cc2ccccc2)Nc2cccc(Cl)c2C)n1
10	COCCOC(=O)C1=C(C)NC(=O)NC1c1cccs1 (stereo not given)

assay / compound	6	7	8	9	10
Mm-Cpn inhibitor	-1%	0%	-2%	0%	2%
CCT chaperon mod	-1.3	1.5	0.1	-3.5	0.1
Nrf2 ARE act	-0.3%	0.3%	-0.6%	-0.2%	-0.6%
Abeta rescue	-5%	6%	-11%	18%	-10%
A549 viability	4%	-5%	1%	1%	2%
TGFb inhibitor	-21%	0%	-5%	19%	0%
HepG2 viability	-23%	-3%	3%	-8%	1%
Nrf2 block	9%	-6%	?	8%	-9%
pAkt inh	i	i	i	-118%*	i

# Grouped by structure: the compounds so far with a carbonyl joined to an NH by a bond outside any ring
1	CS(=O)(=O)Nc1ccc(C(=O)NCc2ccccn2)cc1
2	O=C(N/N=C/c1ccc(N2CCOCC2)cc1)c1ccccc1OCCOc1ccccc1
3	Cc1cc(C(F)F)n2nc(C(=O)Nc3cccc(Cl)c3C)nc2n1
4	C/C(CC(=O)Nc1ccccc1-c1ccccc1)=N\NC(=O)COc1ccc(C)cc1Br
5	COc1cc(NC(=O)c2ccc(NC3=NC4CS(=O)(=O)CC4S3)cc2)cc(OC)c1 (stereo not given)
6	O=C(CCn1ccc([N+](=O)[O-])n1)NC1CCCCCC1
8	O=C(COC(=O)CCC(=O)c1ccc(F)cc1)Nc1ccccc1

assay / compound	1	2	3	4	5	6	8
Mm-Cpn inhibitor	3%	-17%	/	0%	-8%	-1%	-2%
CCT chaperon mod	2.6	-0.5	/	0.1	0.5	-1.3	0.1
Nrf2 ARE act	0.3%	2.1%	-0.6%	0.6%	-0.2%	-0.3%	-0.6%
Abeta rescue	-12%	-2%	-10%	16%	0%	-5%	-11%
A549 viability	-7%	-12%	-4%	-5%	9%	4%	1%
TGFb inhibitor	-32%	-5%	0%	-6%	-12%	-21%	-5%
HepG2 viability	-8%	-22%	-12%	-12%	-27%	-23%	3%
Nrf2 block	11%	-28%	-8%	-2%	14%	9%	?
pAkt inh	i	i	/	i	i	i	i

# Next part:
11	C=CCn1cnnc1SCC(=O)N(C1CCCCC1)C1CCS(=O)(=O)C1 (stereo not given)
12	CCOC(=O)CCSc1n[nH]c(=S)s1
13	CCc1ccc(NC(=O)CSc2cn(CC(=O)N3CCOCC3)c3ccccc23)cc1
14	CCn1c(SCC(=O)NC2CCCC2)nnc1-c1ccco1
15	CC1CCCCC1NC(=O)Cn1[nH]c(=O)c2ccccc2c1=O (stereo not given)

assay / compound	11	12	13	14	15
Mm-Cpn inhibitor	0%	1%	/	2%	-11%
CCT chaperon mod	-2.5	-4.2	/	-0.3	-1.6
Nrf2 ARE act	-0.3%	0.2%	0.0%	-0.1%	0.3%
Abeta rescue	10%	-36%[inhibitor]	-3%	6%	0%
A549 viability	-7%	-3%	3%	1%	-5%
TGFb inhibitor	-4%	-5%	0%	4%	-8%
HepG2 viability	-16%	2%	-24%	-6%	-8%
Nrf2 block	-20%	-10%	?	1%	-24%
pAkt inh	i	i	/	i	i

16	Cc1ccc2nc(NC(=O)CN3C(=O)C4CC=CCC4C3=O)sc2c1 (stereo not given)
17	Cc1cc(-c2ccccc2)nc2c(Br)c(=O)[nH]n12
18	O=C(Nc1cccc(S(=O)(=O)N2CCCCC2)c1)c1ccc2ccccc2n1
19	C[C@@H]1CN([C@H](C)CO)C(=O)CCCn2cc(nn2)CO[C@H]1CN(C)S(=O)(=O)c1cccc(C#N)c1
20	CCOc1ccc(N(CC(=O)Nc2ccccc2F)S(=O)(=O)c2c(C)[nH]c(=O)[nH]c2=O)cc1

assay / compound	16	17	18	19	20
Mm-Cpn inhibitor	?	-1%	-11%	/	0%
CCT chaperon mod	-2.3	-0.5	-1.0	1.7	0.6
Nrf2 ARE act	0.9%	4.7%	2.5%	-0.6%	0.6%
Abeta rescue	-5%	/	1%	-6%	-4%
A549 viability	6%	-9%	-10%	/	3%
TGFb inhibitor	-1%	-10%	3%	6%	3%
HepG2 viability	-1%	1%	8%	13%	-2%
Nrf2 block	?	-5%	?	/	5%
pAkt inh	i	i	i	i	i

21	CS(=O)(=O)c1ccc2nc(NC(NC(=O)c3ccco3)(C(F)(F)F)C(F)(F)F)sc2c1
22	COc1ccccc1OCCC(=O)OCC(=O)NC(=O)NC(C)(C)C
23	CC(=O)c1c(C)[nH]c(C(=O)Nc2ccc(Cl)cc2F)c1C
24	COc1ccc(S(=O)(=O)Nc2c(C)n(C)n(-c3ccccc3)c2=O)cc1Br
25	CCOc1ccc(NC(=O)N(CCN(C)C)C(C)c2ccncc2)cc1 (stereo not given)

assay / compound	21	22	23	24	25
Mm-Cpn inhibitor	-4%	-2%	-3%	0%	-2%
CCT chaperon mod	-2.3	-2.3	-0.2	2.1	-0.2
Nrf2 ARE act	-0.1%	-0.8%	5.4%	-0.6%&-1.1%	-0.6%
Abeta rescue	-3%	6%	-4%	-6%&-7%	4%
A549 viability	-1%	-3%	-9%	12%&-1%	-2%
TGFb inhibitor	7%	0%	-18%	20%&-17%	2%
HepG2 viability	-12%	-5%	-8%	2%&-6%	-3%
Nrf2 block	-17%	-5%	?	2%&-11%	-6%
pAkt inh	i	i	i	i	i

26	COCCC(=O)N1CCC(Oc2ccc(C(=O)NC3CCCCC3)cc2)CC1
27	CCN(CC)CCCNC(=O)c1cc2c(-c3cccc(OC)c3)nn(C)c2s1
28	COc1ccc(-c2nnnn2C)cc1S(=O)(=O)NCCc1ccccc1
29	Cc1c(NC(=S)N/N=C/C=C/c2ccc([N+](=O)[O-])cc2)c(=O)n(-c2ccccc2)n1C
30	O=C(NCc1ccc(F)cc1)c1cccc2c1C(=O)N(Cc1cccnc1)C2

assay / compound	26	27	28	29	30
Mm-Cpn inhibitor	1%	0%	-2%	-2%	-1%
CCT chaperon mod	-0.9	-4.2	-1.2	-0.3	-1.1
Nrf2 ARE act	-0.9%	12%	0.1%	2.3%	-0.9%
Abeta rescue	11%	-9%	8%	-15%	-2%
A549 viability	0%	-18%	2%	-16%	5%
TGFb inhibitor	22%	20%	9%	-19%	10%
HepG2 viability	2%	-40%	14%	-2%	9%
Nrf2 block	1%	-6%	3%	11%	12%
pAkt inh	i	i	i	i	i

31	CCOc1ccc(NC(=O)c2cccc(S(=O)(=O)NCc3cccnc3)c2)cc1
32	CCCCn1c(N)c(N(CC(C)C)C(=O)CC2OC(=O)c3ccccc32)c(=O)[nH]c1=O (stereo not given)
33	CCCOc1nc(N)c(C#N)c(-c2ccccc2F)c1C#N
34	Cc1[nH]c2ccccc2c1CCO
35	Cc1ccccc1S(=O)(=O)Nc1ncnc2ccccc12

assay / compound	31	32	33	34	35
Mm-Cpn inhibitor	/	2%	-16%	1%	1%
CCT chaperon mod	0.7	-1.0	3.4	-31*	-0.2
Nrf2 ARE act	-1.9%	-0.2%	0.1%	0.1%	7.7%
Abeta rescue	-3%	-1%	3%	18%	-5%
A549 viability	/	2%	-17%	-3%	-3%
TGFb inhibitor	15%	2%	25%	-8%	-7%
HepG2 viability	7%	3%	-5%	2%	-9%
Nrf2 block	/	-1%	-1%	7%	11%
pAkt inh	i	i	i	i	i

36	ClCc1ncc(-c2ccc(Cl)cc2)o1
37	CC(=O)c1ccc(-c2ccc(C(=O)Nc3nc(C)c(C(C)=O)s3)o2)cc1
38	CCN(CC)CCNC(=O)c1ccc2c(=O)n(C3CCCC3)c(=S)[nH]c2c1
39	CC(=O)c1sc(NC(=O)CCS(=O)(=O)c2ccc(Cl)cc2)nc1C
40	CCCCCN(C(=O)NC(=O)Nc1nncs1)S(C)(=O)=O

assay / compound	36	37	38	39	40
Mm-Cpn inhibitor	-1%	0%	0%	-16%	-3%
CCT chaperon mod	-1.2	-2.2	0.9	1.0	3.9
Nrf2 ARE act	5.8%	0.2%	6.7%	?	0.1%
Abeta rescue	-21%	6%	8%	2%	5%
A549 viability	-9%	2%	?	5%	12%
TGFb inhibitor	8%	-2%	-15%	?	-1%
HepG2 viability	-9%	7%	-54%	-91%	-3%
Nrf2 block	27%	16%	?	2%	4%
pAkt inh	i	i	i	i	i
